# LRH-1 inv ag = suppresses constitutive activity of human LRH-1 | O00482 | actives 0.13% (n = 360,000) | AID 602396 | inhibition, % at 3.6 µM | HEK293T StAR-luciferase reporter, LRH-1 transfected, 24 h;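 active means inhibition above the mean inhibition of all tested compounds plus 3 SD, cut at about 73% in these data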;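 further: 0% = DMSO wells and 100% = reporter-only cells lacking LRH-1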
# TWEAK Fn14 block = TWEAK-Fn14 signaling inhibition; inhibition, % at 10 µM; TWEAK-stimulated Fn14 reporter cells, luciferase luminescence, 8 h; actives 2% (n = 360,000); in the data active means inhibition above about 50%
# KKLEB cytotox = CF airway cell cytotoxicity counter-screen; KKLEB CF airway cells viability, ATPlite luminescence, overnight; stronger effect = lower value; cells stimulated with P. aeruginosa culture filtrate; activity change (cytotoxicity), % at 5 µM; actives 0.36% (n = 360,000); AID 602141;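 active means corrected activity change at or below -50% at 5 µM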
# COUP-TFII inh = inhibitors of human COUP-TFII (NR2F2); HEK293T NGFI-A luciferase reporter, luminescence; inhibition, % at 8.6 µM; actives 0.7% (n = 370,000);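 active means inhibition above a per-plate cutoff, mean inhibition of test wells between control levels plus 3 SD, cut at about 38% in these data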;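 further: cells cotransfected with COUP-TFII expression vector driving the NGFI-A reporter; 0% = median of COUP-TF2 test wells and 100% = reporter-only cells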
# Shn3 3UTR inh = reduces Shn3 3'UTR luciferase signal in osteoblasts; Clone20 osteoblast Shn3 3'UTR firefly luciferase, 24 h; inhibition, % at 12.5 µM; actives 0.52% (n = 360,000);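 active means mean inhibition of at least 75% with every replicate also reaching 75%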;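 further: 0% = median of neutral control wells and 100% = pilot-screen positive control compound; some compounds past the cut are filed as inactive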
# NCOA3 inh = inhibitors of human steroid receptor coactivator 3 (SRC3); HEK293 GAL4-SRC3 luciferase reporter, luminescence; inhibition, % at 3.6 µM; actives 0.17% (n = 360,000); AID 588352;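 active means inhibition above a per-campaign cutoff, the mean of all compounds plus 3 SD, cut at about 60% in these data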;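 further: 0% = DMSO-treated cells and 100% = gossypol-treated cells at 36 µM; higher means less SRC3-driven luciferase light from the GAL4 reporter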
# Target sequence (Q9Y6Q9 whole entry, looked up, the tested form may be a part): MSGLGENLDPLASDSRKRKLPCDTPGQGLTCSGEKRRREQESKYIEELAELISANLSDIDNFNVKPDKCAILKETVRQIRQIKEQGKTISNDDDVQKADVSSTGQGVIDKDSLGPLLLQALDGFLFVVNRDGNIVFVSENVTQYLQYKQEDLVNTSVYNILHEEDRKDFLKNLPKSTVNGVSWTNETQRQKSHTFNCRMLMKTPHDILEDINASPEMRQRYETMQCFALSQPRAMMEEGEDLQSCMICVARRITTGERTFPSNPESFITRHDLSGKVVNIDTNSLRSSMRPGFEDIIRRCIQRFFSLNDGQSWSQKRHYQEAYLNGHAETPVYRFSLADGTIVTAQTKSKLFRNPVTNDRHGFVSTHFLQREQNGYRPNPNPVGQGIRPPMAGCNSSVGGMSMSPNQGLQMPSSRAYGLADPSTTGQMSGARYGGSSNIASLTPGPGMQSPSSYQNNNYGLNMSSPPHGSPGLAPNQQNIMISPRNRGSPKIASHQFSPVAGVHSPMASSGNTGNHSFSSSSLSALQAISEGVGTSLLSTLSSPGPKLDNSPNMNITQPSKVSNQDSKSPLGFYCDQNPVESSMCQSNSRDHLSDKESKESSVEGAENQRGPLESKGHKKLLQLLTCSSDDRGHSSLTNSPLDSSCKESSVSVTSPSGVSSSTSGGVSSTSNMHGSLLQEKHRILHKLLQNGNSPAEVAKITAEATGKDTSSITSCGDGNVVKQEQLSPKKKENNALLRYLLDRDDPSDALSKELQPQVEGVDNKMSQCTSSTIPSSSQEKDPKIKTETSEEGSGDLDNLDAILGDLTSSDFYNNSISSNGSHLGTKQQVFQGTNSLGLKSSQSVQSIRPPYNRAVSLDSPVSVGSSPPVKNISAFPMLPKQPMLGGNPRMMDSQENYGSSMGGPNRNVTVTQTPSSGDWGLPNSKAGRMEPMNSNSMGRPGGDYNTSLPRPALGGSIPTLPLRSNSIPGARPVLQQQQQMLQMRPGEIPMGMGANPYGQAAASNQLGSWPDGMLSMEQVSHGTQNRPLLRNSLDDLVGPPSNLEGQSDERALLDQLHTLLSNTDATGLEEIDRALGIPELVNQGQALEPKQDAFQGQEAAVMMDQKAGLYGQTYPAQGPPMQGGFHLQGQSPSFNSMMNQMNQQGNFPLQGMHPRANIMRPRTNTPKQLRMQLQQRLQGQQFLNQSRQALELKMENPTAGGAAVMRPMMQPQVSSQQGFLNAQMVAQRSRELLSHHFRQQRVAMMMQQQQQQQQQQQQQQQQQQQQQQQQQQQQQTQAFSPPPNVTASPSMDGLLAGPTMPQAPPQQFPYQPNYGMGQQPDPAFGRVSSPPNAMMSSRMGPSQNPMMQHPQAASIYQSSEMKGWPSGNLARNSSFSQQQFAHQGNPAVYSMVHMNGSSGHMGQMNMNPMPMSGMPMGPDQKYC
# C8 TRAIL sens = sensitizes caspase-8 expressing cells to TRAIL | NB7+C8 cells + TRAIL, ATPlite viability luminescence | inhibition (viability loss, TRAIL sensitization), % at 10 µM | actives 1% (n = 360,000);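 active means compounds causing at least 50% loss of cell viability in the single-dose screen, relative to plate controls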
# TROY NFkB inh = inhibitors of TROY-dependent NF-kB signaling | Q293 LMP1-TROYcd NF-kB luciferase reporter, 4 h | inhibition, % at 10 µM | actives 0.98% (n = 360,000) | AID 1347056;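 active means compounds whose plate-normalised and pattern-corrected inhibition of the luciferase reporter signal at the single screening dose is 50% or more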
# CF NFkB block = inhibitors of cystic fibrosis induced NF-kB; KKLEB NF-kB-GFP reporter, PAF-induced, GFP fluorescence overnight; actives 0.86% (n = 360,000); inhibition, % at 5 µM;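 active means at least 50% inhibition at 5 µM, scaled per plate between neutral and stimulator controls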;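 further: PAF is a Pseudomonas aeruginosa culture filtrate used as stimulus; plate controls were PAF-stimulated DMSO wells for no effect and unstimulated DMSO wells for full effect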
# LMP1 NFkB inh = Epstein-Barr LMP1 NF-kappaB reporter inhibition | actives 0.69% (n = 350,000) | inhibition, % at 12.5 µM | LMP1-induced NF-kappaB luciferase reporter cells, luminescence; in the data active means inhibition above about 41%;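 further: 0% = neutral control wells and 100% = reference inhibitor control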
# SRC1 inh = inhibits human SRC1 coactivator; Q15788; HEK293 GAL4-SRC1 luciferase reporter, luminescence; inhibition, % at 3.6 µM; actives 0.12% (n = 360,000); AID 588354;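 active means inhibition above the campaign mean plus 3 SD, with each screening campaign given its own cutoff, cut at about 60% in these data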;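 further: 0% = DMSO treated cells and 100% = gossypol at 36 µM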
# * marks the source's active call; other numbers are inactive results; . = no result given.
SMILES,LRH-1 inv ag,TWEAK Fn14 block,KKLEB cytotox,COUP-TFII inh,Shn3 3UTR inh,NCOA3 inh,C8 TRAIL sens,TROY NFkB inh,CF NFkB block,LMP1 NFkB inh,SRC1 inh
Cc1onc(-c2ccccc2)c1C(=O)NCC(=O)Nc1cc(Cl)ccc1Cl,22,-19,8,-8,-6,10,-7,-4,-5,0,-2
Cn1cccc1C(=O)NCCc1ccc(Cl)cc1,-90,-15,4,-43,-74,-89,4,-25,5,1,-79
CCc1ccccc1NC(=O)CSc1ccsc1[N+](=O)[O-],11,11,9,15,0,12,4,5,-6,12,-5
CCOc1ccc(OCC(=O)N(CCC2=CCCCC2)c2c(N)n(Cc3ccccc3)c(=O)[nH]c2=O)cc1,9,20,-62*,-30,82,14,56*,11,72*,-5,-5
Cc1cc(NC(=O)CCC(=O)N(Cc2ccco2)C(C(=O)NC2CCCC2)c2ccccc2C)no1 (stereo not given),3,17,8,-1,7,17,-9,-6,-17,-3,-4
O=C(Cc1cccc(C(F)(F)F)c1)Nc1ccccc1N1CCCC1,0,-7,-16,10,22,6,-1,11,22,-3,0
O=C(CSc1n[nH]c(-c2ccncc2)n1)c1ccccc1,-22,3,-3,-3,-18,0,12,-10,5,2,6
CC1CN(C(=O)Cn2c(=O)oc3ccccc32)CC(C)O1 (stereo not given),-2,23,-2,-7,3,-3,-4,-3,-6,6,6
Clc1ccccc1/C=N/NC1=Nc2cccc3cccc1c23,-103,17,-14,-37,-88,-73,40,38,-21,-107,-89
CNc1nc(C)c(C(=O)OCC(=O)OC)s1,1,6,-4,12,-19,13,-20,-23,-1,1,-7
COC(=O)c1[nH]c2cccc(OC)c2c1NC(=O)CCN1CC(C)CC(C)C1 (stereo not given),7,-14,0,2,9,-7,3,15,-9,5,5
O=C(OCC(=O)N1CCc2ccccc21)[C@@H]1CC(O)CN1S(=O)(=O)c1ccc(Cl)cc1 (stereo not given in full),0,-9,-6,2,6,-16,-11,1,6,-1,1
Cn1cccc1C(=O)NCC(c1ccco1)N1CCCCC1 (stereo not given),-5,0,-8,1,0,0,-4,11,12,3,-6
CC(C)(C)NC(=O)c1sccc1C(=O)O,6,7,-7,7,6,-22,-8,-1,8,-9,11
COc1ccc(-c2cc(C(F)(F)F)n3nc(C(=O)N4CCOCC4)c(Cl)c3n2)cc1,-9,20,1,18,6,19,-4,11,5,-8,-2
CC(C)Oc1cc(O)c2c(=O)c(-c3ccc(O)cc3)coc2c1,-119,-1,-24,-59,-26,-102,39,-64,-30,-52,-93
O=C(Nc1ccccn1)c1ccc(Cl)c([N+](=O)[O-])c1,-12,-13,0,2,-13,-9,-11,-11,11,-10,0
CC[C@@H](C)C(C(=O)N1CCN(C(=O)OC(C)(C)C)CC1)n1cc(-c2cn([C@@H](C)C(=O)N3CCN(C(=O)OC(C)(C)C)CC3)nn2)nn1 (stereo not given in full),14,-22,14,-7,5,3,-18,55*,13,1,-11
N#Cc1ccccc1NC(=S)NC(=O)c1cccs1,-36,-8,1,-50,-36,-34,9,-34,-16,-16,-47
Cc1ccc(C)c(NC(=O)c2cc(-c3ccccc3O)n[nH]2)c1,-63,-32,-1,-50,-50,-68,0,-35,-7,-1,-40
O=C1CC(NS(=O)(=O)c2cc(F)ccc2F)CN1c1ccc2c(c1)OCCO2 (stereo not given),18,15,2,12,-1,10,2,13,8,2,17
O=C(CC(c1ccccc1)c1ccccc1)NCC(O)c1ccc([N+](=O)[O-])cc1 (stereo not given),0,5,-1,-5,-4,-13,11,3,0,0,0
COCCCNC(=S)NNC(=O)c1cccnc1,8,1,-6,18,-1,0,-8,-10,-8,3,7
Cc1ccc(Nc2ncnc3c2cnn3C)c(C)c1,23,3,-9,-1,-1,4,-16,-4,17,-3,16
O=C(NC(=S)Nc1ccccc1Br)c1cccnc1,12,-11,-8,-14,11,2,-1,12,-9,0,3
COc1cccc(NC(=O)Nc2nnc(-c3ccccc3SCc3ccccc3)s2)c1,4,-8,-15,-20,4,8,10,-2,6,-45,-16
COC(=O)C1CCN(C(=O)Cn2nnc(-c3cccc(F)c3)n2)CC1,6,6,-18,6,-17,-13,-5,0,23,-5,9
Cc1ccccc1-c1nc2ccccc2c(=O)o1,-9,-11,8,-2,-22,2,-9,-5,-8,3,-10
COc1cc(NC(=O)COc2cc(C)cc3oc(=O)c(C)c(C)c23)cc(OC)c1OC,2,-26,-6,5,28,8,12,9,-33,13,10
O=C(Nc1nccs1)c1cccc2ccccc12,24,7,-3,3,-5,8,6,-8,-14,2,8
Cc1ccn2c(CNCC3OCCc4ccccc43)c(C(=O)N3CCCCCC3)nc2c1 (stereo not given),3,15,15,2,0,5,-8,16,-9,2,-22
CN(C(=O)COC(=O)COc1ccc2c(c1)CCC2)c1c(N)n(Cc2ccccc2)c(=O)[nH]c1=O,9,2,0,-10,2,1,-1,-8,-7,-3,-29
O=C1CCC2=C(CCCC2=O)N1,17,-11,-1,2,-26,2,-8,5,10,-6,-20
COc1cc(/C=N/NC(=O)CNc2n[nH]c(=O)[nH]c2=O)ccc1O,9,-24,26,-3,-22,6,2,-14,-5,-1,4
O=C(COc1ccc(/C=N/NS(=O)(=O)c2ccccc2)cc1)N1CCOCC1,2,-14,14,2,-17,10,-5,0,5,-8,8
CCCCn1c(N)c(N(CCOC)C(=O)c2ccc(S(=O)(=O)N3CCCCC3)cc2)c(=O)[nH]c1=O,-13,-1,2,-13,-11,14,-5,6,-16,-1,-8
CCN1C(=O)[C@H]2[C@@H](c3ccc(C(F)(F)F)cc3)N[C@]3(CCCN(Cc4ccccc4)C3=O)[C@H]2C1=O,4,-7,-8,-9,24,-10,-3,-2,1,3,-10
CC(C)CCNC(=O)C(c1ccncc1)N(C(=O)Cn1nnc(-c2ccc(F)cc2)n1)c1ccccc1F (stereo not given),13,7,3,-1,-4,4,34,-8,0,4,-9
O=C(Nc1cccn(Cc2cccc(F)c2)c1=O)NC1CCCCC1,-12,-22,6,-5,-1,15,-2,4,-4,-3,-14
COC(=O)c1[nH]c2ccccc2c1CN1CCOCC1,10,-13,6,-21,8,-17,-26,6,-7,7,-34
COc1ccc(-c2csc(NC(=O)C(CC(=O)O)N3CCOCC3)n2)cc1 (stereo not given),-16,-9,24,13,-9,-1,-11,12,-26,4,-12
O=C(CN1C(=O)c2cccc([N+](=O)[O-])c2C1=O)OCC(=O)N1CCCCC1,13,-5,16,-5,-60,26,9,24,-12,1,4
CCc1ccc(NC(=O)c2cc(C(C)C)on2)cc1,-186,32,12,-27,-82,-90,25,-34,-6,8,-111
O=C(NCC#CCOCc1ccccc1)c1ccccc1,-6,1,-16,1,-10,11,-9,-4,6,-4,-9
Nc1nnc(SCC(=O)NN2C(=O)NC3(CCCCC3)C2=O)s1,-14,-3,3,8,19,-3,-4,10,-27,-4,-2
CCSc1nc(N)c(C#N)c(-c2ccco2)c1C#N,-1,-3,-2,2,-17,-2,9,-5,-18,16,-14
COc1cc(OC)cc(-c2nc3nc(C)c(CCC(=O)NCC(OC)OC)c(C)n3n2)c1,13,9,10,5,1,24,-10,11,-29,-7,0
CCOC(=O)C1(CCCc2ccccc2)CCN(C2CCSCC2)CC1,12,55*,-27,-3,8,22,16,2,30,5,13
Cc1ccc(CN2CCN(/N=C/C(Br)=C\c3ccccc3)CC2)cc1,4,-6,-20,-19,-18,-9,-13,-6,3,.,-5
O=C(COc1ccc2c(c1)oc(=O)c1ccccc12)NCCN1CCOCC1,26,-24,2,-18,14,23,2,-7,-56,9,-17
CC(NC(=O)C(C)N1CCN(Cc2ccccc2)CC1)c1ccccc1 (stereo not given),21,7,1,8,7,-9,6,-1,-5,-1,11
N#CC(=C1C=C(Br)C(=NO)C=C1Cl)c1cccc2ccccc12,14,30,0,-5,8,2,-6,38,51*,-16,-17
O=C(CC1C(=O)NCCN1Cc1ccc(-c2ccccc2)cc1)NCc1ccncc1 (stereo not given),1,-5,9,5,2,6,-1,-20,0,-7,-2
Cc1cc(C)n2nc(C(=O)NCc3ccco3)cc2n1,-22,8,3,3,12,6,6,-4,-11,-2,-11
CCC1=C2CC[C@H]3C(=O)NC(=O)[C@H]3[C@H]2[C@@]2(Cc3ccccc3)C(=NCC(=O)OC)OC(=O)N2C1=O,-21,6,20,-17,-13,14,-3,-14,-21,4,6
O=C(N/N=C/c1ccc(F)cc1)c1ccccc1,-134,1,0,-27,-48,-67,32,-26,3,-10,-90
O=C(CN1CCOCC1)N/N=C/c1ccc(C(=O)O)cc1,-19,-2,-21,-12,-6,-10,-1,-8,20,0,8
CNCC(=O)N1CCN(c2ncc(C(F)(F)F)cc2Cl)CC1,16,-4,3,0,1,-2,8,-13,9,5,-4
CCOC(=O)Cn1c2c(c(-c3ccccc3OC)cc1=O)CCCC2,2,-14,7,1,7,-7,0,-16,-2,-2,-18
CCOc1ccccc1NC(=O)Cn1nnc(C(=O)Nc2ccc(C)cc2)c1N,18,12,2,0,-1,18,-9,11,1,-5,7

# New compounds follow.
SMILES,LRH-1 inv ag,TWEAK Fn14 block,KKLEB cytotox,COUP-TFII inh,Shn3 3UTR inh,NCOA3 inh,C8 TRAIL sens,TROY NFkB inh,CF NFkB block,LMP1 NFkB inh,SRC1 inh
O=C1NN=C2CCCCCC12 (stereo not given),-1,-4,-7,-2,-8,7,-9,-19,17,4,7
O=C(N[C@@H](Cc1ccccc1)C(=O)OCc1ccccc1)c1nc[nH]c1C(=O)NC(c1ccccc1)c1ccccc1,-16,9,0,11,22,-7,20,0,-20,-9,-3
CN(C(=O)c1ccc(NC(=O)Cc2ccc(NC(=O)C3CCCN(C(=O)C4CCCC4)C3)cc2)cc1)C1CCCC1 (stereo not given),5,-16,-4,-5,-7,0,-13,8,3,-8,-5
CCc1ccc(/C=C2\SC(N3CCOCC3)=NC2=O)cc1,7,-8,-26,-18,-12,3,-3,-47,-4,6,-6
CCSC1=NCCN1C(=O)Cc1ccc(-c2ccccc2)cc1,-20,5,0,-8,3,-2,1,10,16,2,-8
S=c1[nH]nc(COc2ccc(Cl)cc2)n1-c1ccccc1,-8,4,6,-7,-11,0,2,21,-5,1,-40
Cc1onc(-c2c(Cl)cccc2Cl)c1C(=O)N1CCCc2ccccc21,4,29,-6,25,30,15,12,12,20,-10,-10
COc1cc(/C=N/Nc2ccccc2)ccc1O,10,17,-3,4,-12,-14,-15,17,-14,-4,-5

# Screens deposited in PubChem BioAssay by several laboratories.

# This is a subset; the hit share may differ from the screen's.
